# Bioassay records from PubChem BioAssay.
# NR2E3 ag-1: activates human photoreceptor nuclear receptor NR2E3; GST-NR2E3/biotin-RetCOR TR-FRET, 1536-well; inhibition of corepressor binding, % at 4.78 µM; actives 0.12% (n = 320,000); Q9Y5X4; AID 2300;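 active = percent inhibition above the cutoff of mean plus 3 SD of all tested compounds, set per screening campaign, cut at about 20% in these data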;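 note: 0% = DMSO wells and 100% = biotin wells as full block of FRET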
# Target sequence (Q9Y5X4 whole entry, looked up): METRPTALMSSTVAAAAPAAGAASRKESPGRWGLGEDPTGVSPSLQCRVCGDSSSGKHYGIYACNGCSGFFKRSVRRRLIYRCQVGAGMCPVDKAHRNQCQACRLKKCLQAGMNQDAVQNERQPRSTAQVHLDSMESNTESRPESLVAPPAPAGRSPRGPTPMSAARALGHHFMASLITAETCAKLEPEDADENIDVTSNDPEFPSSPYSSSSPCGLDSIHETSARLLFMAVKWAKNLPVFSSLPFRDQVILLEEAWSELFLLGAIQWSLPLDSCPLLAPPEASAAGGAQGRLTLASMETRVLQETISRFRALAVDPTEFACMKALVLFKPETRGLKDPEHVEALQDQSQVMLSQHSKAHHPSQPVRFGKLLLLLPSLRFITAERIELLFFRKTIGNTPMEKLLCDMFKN
#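 Format: 1536-well format; test system: GST-NR2E3 and biotin-RetCOR proteins; read-out basis: percent inhibition of TR-FRET ratio; timing: 5 h incubation at 4 °C; detection: time-resolved FRET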
# hiPSC survival: enhancers of human iPSC single-cell survival; hiPSC single-cell survival, ATPlite luminescence; 100% = ROCK inhibitor wells, 0% = DMSO; survival enhancement, % at 20 µM; actives 0.044% (n = 360,000); AID 602274; in the data active = survival enhancement above about 18%;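 note: cells exposed to compounds for 16 hours before the ATP read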
# NR2E3 ag-2: human photoreceptor-specific nuclear receptor agonism; Q9Y5X4; CHO-S Gal4-NCOR/VP16-NR2E3 two-hybrid, luciferase; inhibition of corepressor binding, % at 3.98 µM; actives 0.35% (n = 360,000); AID 602229;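 active = inhibition above the mean of all tested compounds plus 3 SD, cut at about 70% in these data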;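 note: 0% = DMSO with NR2E3 transfected cells and 100% = cells lacking NR2E3 construct; higher means lower luciferase signal from less NR2E3 corepressor binding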
# CF NFkB block: cystic fibrosis NF-kB activation inhibition | KKLEB NF-kB-GFP reporter, PAF-induced, GFP fluorescence overnight | inhibition, % at 5 µM | actives 0.86% (n = 360,000) | AID 588850;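 active = at least 50% inhibition at 5 µM, scaled per plate between neutral and stimulator controls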;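 note: PAF is a Pseudomonas aeruginosa culture filtrate used as stimulus; plate controls were PAF-stimulated DMSO wells for no effect and unstimulated DMSO wells for full effect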
# Peg3 promoter: reduces Peg3 promoter-driven luciferase expression in HeLa; actives 1.7% (n = 360,000); HeLa PEG-Prom luciferase reporter, luminescence, overnight; inhibition, % at 20 µM;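 active = inhibition of at least 50% at 20 µM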
# TWEAK-Fn14 inh: blocks TWEAK-Fn14 interaction in a reporter cell assay; inhibition, % at 10 µM; AID 1159606; actives 2% (n = 360,000); TWEAK-stimulated Fn14 reporter cells, luciferase luminescence, 8 h; in the data active = inhibition above about 50%
# aDG glyco up: alpha-DG glycosylation activation; Pro5-aDG cells, alpha-DG glycosylation AlphaScreen (IIH6); 0% Pro5, 100% B10-LARGE cell signal; activation, % at 10 µM; actives 0.22% (n = 360,000); AID 624168;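 active = activation of at least 8% versus controls, or a plate z-score of at least 8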;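 note: Pro5 are CHO cells carrying HIG-tagged alpha-DG that lacks glycosylation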
# HIF-2a block: HIF-2a inhibition; inhibition, % at 18.8 µM; 786-0 RCC cells HIF-2a reporter, luciferase luminescence, overnight; actives 0.72% (n = 360,000); AID 624352;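 active = inhibition of the luminescence signal of 40% or more relative to plate controls, in a single-dose primary screen at 18.75 µM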
# KKLEB tox: reduces viability of KKLEB cystic fibrosis airway cells | activity change (cytotoxicity), % at 5 µM | KKLEB CF airway cells viability, ATPlite luminescence, overnight; active compounds read low; cells stimulated with P. aeruginosa culture filtrate | AID 602141 | actives 0.36% (n = 360,000);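 active = corrected activity change at or below -50% at 5 µM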
# MITF TRPM1 inh: reduces MITF-dependent TRPM1 promoter luciferase signal; SK-MEL-5 TRPM1 promoter luciferase, 24 h; inhibition, % at 12.5 µM; actives 0.83% (n = 330,000);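 active = mean inhibition across replicates of 60% or more, whatever share of single replicates reaches that level; inconclusive = some that reach 60%, reason not given; inactive = mean inhibition across replicates below 60%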; note: values of inactives mirror those of a sister screen read the other way
# Shn3 3UTR inh: reduces Shn3 3'UTR luciferase signal in osteoblasts | Clone20 osteoblast Shn3 3'UTR firefly luciferase, 24 h | inhibition, % at 12.5 µM | actives 0.52% (n = 360,000);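 active = mean inhibition of at least 75% with every replicate also reaching 75%; inconclusive = mean inhibition at least 75% but some replicate below; inactive = mean inhibition below 75%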;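 note: 0% = median of neutral control wells and 100% = pilot-screen positive control compound; some compounds past the cut are filed as inactive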
# Starred values were filed as active, the others as inactive; ? = inconclusive; nt = no result given.
SMILES,NR2E3 ag-1,hiPSC survival,NR2E3 ag-2,CF NFkB block,Peg3 promoter,TWEAK-Fn14 inh,aDG glyco up,HIF-2a block,KKLEB tox,MITF TRPM1 inh,Shn3 3UTR inh
COc1ccc(C(=O)OC(C(=O)c2ccc(C)cc2)c2ccccc2)cc1 (centres undefined),2,-0.7,-16,4,-5,9,0.2,9,0,-5,4
CCCNS(=O)(=O)c1ccc(CCC(=O)NCc2ccc3c(c2)OCO3)cc1,-1,-3.0,-15,-12,8,15,-0.1,11,12,11,7
COc1ccccc1CC(=O)NC1CC1,-1,-0.5,5,-1,14,18,-0.1,12,9,4,4
C/C(=N\N=C(/C)c1cccc(N)c1)c1cccc(N)c1,-4,-0.8,7,4,-132,-27,0.1,-98,-4,nt,nt
CCOc1ccccc1NC(=O)NNC(=O)CCc1ccc(OC)cc1,nt,3.5,-6,2,13,15,0.8,6,-7,2,-5
CCOc1ccc(S(=O)(=O)N2CCCC(C(=O)N3CCC(C(N)=O)CC3)C2)cc1Cl (centres undefined),1,1.2,4,-19,13,-8,0.0,2,-14,4,-11
CC(C)CN(C(=O)CSc1nnc(-c2cccs2)n1N)c1c(N)n(Cc2ccccc2)c(=O)[nH]c1=O,0,-0.5,-13,20,14,3,0.1,11,-16,-2,-13
CC(C)C[C@@H]1COc2cccc(N3CCSCC3)c2S(=O)(=O)N1,nt,-0.9,-13,nt,nt,18,-0.1,-8,nt,nt,nt
CCOC(=O)c1ccc(C(=S)N2CCCC2)cc1,nt,-0.7,-12,19,16,-13,0.0,8,-5,-11,-27
CCc1c(C)nc2ncnn2c1N1CCCC(C(=O)NCc2ccc3c(c2)OCO3)C1 (centres undefined),1,3.1,0,14,5,-3,0.0,16,7,6,36
CC(C)OC(=O)CSc1nc2ncc(Cl)cc2[nH]1,3,0.0,-11,0,0,-2,-0.1,-21,0,-6,-9
Cc1ccc(S(=O)(=O)NCCC(=O)NCCc2ccc(S(N)(=O)=O)cc2)cc1C,nt,0.4,-10,23,-13,3,0.0,-6,-6,5,-2
O=C(Nc1ccccc1)Nc1nccs1,1,2.6,-18,-21,-92,7,0.0,-109,9,-16,-8
COCCCNC(=O)CN1C(=O)c2ccccc2C1=O,2,4.0,-13,10,7,-14,-0.1,16,2,2,-5
Nc1c(-c2ccsc2)cnc2ncnn12,4,2.4,11,-9,-6,-13,0.2,7,2,8,3

# A second format for part of the listing above:
SMILES | NR2E3 ag-1 | hiPSC survival | NR2E3 ag-2 | CF NFkB block | Peg3 promoter | TWEAK-Fn14 inh | aDG glyco up | HIF-2a block | KKLEB tox | MITF TRPM1 inh | Shn3 3UTR inh
CCOC(=O)c1ccc(C(=S)N2CCCC2)cc1 | nt | -0.7 | -12 | 19 | 16 | -13 | 0.0 | 8 | -5 | -11 | -27
CCOc1ccc(S(=O)(=O)N2CCCC(C(=O)N3CCC(C(N)=O)CC3)C2)cc1Cl (centres undefined) | 1 | 1.2 | 4 | -19 | 13 | -8 | 0.0 | 2 | -14 | 4 | -11
Cc1ccc(S(=O)(=O)NCCC(=O)NCCc2ccc(S(N)(=O)=O)cc2)cc1C | nt | 0.4 | -10 | 23 | -13 | 3 | 0.0 | -6 | -6 | 5 | -2
CCOc1ccccc1NC(=O)NNC(=O)CCc1ccc(OC)cc1 | nt | 3.5 | -6 | 2 | 13 | 15 | 0.8 | 6 | -7 | 2 | -5

# Additional records follow.
SMILES,NR2E3 ag-1,hiPSC survival,NR2E3 ag-2,CF NFkB block,Peg3 promoter,TWEAK-Fn14 inh,aDG glyco up,HIF-2a block,KKLEB tox,MITF TRPM1 inh,Shn3 3UTR inh
O=C(COc1ccc(S(=O)(=O)N2CCOCC2)cc1)NCc1ccco1,3,-0.3,-13,-10,0,11,0.0,11,14,1,0
Cc1ccc(NC(=O)Cn2cnc3c(nnn3Cc3ccc(F)cc3)c2=O)cc1,-3,-2.1,1,9,14,-33,0.7,18,2,-7,15
COc1cccc(CN(CC2CCCO2)S(=O)(=O)c2ccc(S(=O)(=O)NCC3CCCO3)cc2)c1OC (centres undefined),3,2.5,8,23,15,1,0.2,-9,1,-6,25
CCCCN(CCCC)CCNC(=O)c1ccc2nc(-c3ccccc3NC(C)=O)c(=O)[nH]c2c1,1,0.9,5,1,10,11,-0.1,9,6,-3,11
O=S(=O)(NCCN1CCCC1)c1cccc2cccnc12,3,-0.7,3,-5,1,-4,-0.2,17,-4,0,1
Cc1nnc2ccc(-c3cccc(NS(=O)(=O)c4ccccc4[N+](=O)[O-])c3)nn12,-1,0.4,0,9,-107,17,0.1,-99,-13,-25,-4
CCN1C(=O)/C(=C/c2cc(C)n(C)c2C)SC1=Nc1ccc(OC)cc1,-1,8.9,1,26,1,-11,-0.9,-3,-20,6,7
Cc1ccc(C(=O)CCC(=O)OCc2nnc(-c3ccccc3)o2)cc1,1,-0.1,6,15,-39,-12,-0.1,-57,-2,-9,-17
CCOC(=O)c1c(C)[nH]c(C)c1S(=O)(=O)N(C)CC(=O)N(C)Cc1ccccc1,1,-0.6,-6,16,7,-1,-0.3,-1,9,11,1
O=C(Nc1ccn(CCCNCC2CCCO2)c(=O)n1)OCc1ccccc1 (centres undefined),nt,-2.1,-14,11,-3,-8,-0.1,9,11,3,-5
Cc1ccc2[nH]c(=O)c(CN(C(=O)c3cccc([N+](=O)[O-])c3)C(C)(C)C)cc2c1,0,-0.2,7,15,13,12,0.0,13,7,13,-7
COc1ccc(CCN2CC(C(=O)N3CCCCCC3)CCC2=O)cc1 (centres undefined),2,-0.4,-11,4,-4,7,0.0,-6,0,8,-8
CCCc1cc(C(=O)N2CCCC(N3CCN(c4ccccc4F)CC3)C2)n(C)n1 (centres undefined),2,-0.5,16,2,8,10,0.4,8,1,18,14
C=CC[C@H](CC(=O)N(CCO)Cc1ccccc1)C(=O)N[C@@H](C)COC(=O)[C@@H](CC=C)Cc1ccc(F)cc1,nt,-0.4,10,1,16,18,0.0,10,10,-6,-7
CCN(C[C@H]1N[C@@](CC)(C(=O)OC)[C@H]2C(=O)N(Cc3ccccc3)C(=O)[C@@H]12)S(=O)(=O)c1ccc(OC)cc1,nt,0.1,-10,-10,0,-13,-0.1,10,-2,9,-1
Nc1nc(SCc2ccccc2)ns1,1,0.2,-72,-3,-132,-26,-0.2,-146,14,-38,-53
Cc1ccc(NC(=O)c2nc[nH]c2C(=O)N2CCN(c3ccccc3)CC2)cc1,-3,7.2,-2,7,23,5,0.3,-7,-6,-7,2
Cc1ccccc1-n1c(=O)c2ccccc2n2nnnc12,-2,-0.7,-6,4,8,-21,-0.3,25,3,-5,-2
CCN1CCN(C(=O)CN(c2cccc(Br)c2)S(=O)(=O)c2ccccc2)CC1,1,-0.8,5,-3,2,-9,-0.1,20,2,-8,13
O=C(NCCC1CCCCN1S(=O)(=O)c1ccc(F)cc1)C(=O)NC1CCCC1 (centres undefined),0,0.6,-14,1,-3,6,0.5,22,-4,-2,7
CC1CN(C(=O)c2cccc(NS(=O)(=O)c3ccc(Br)cc3)c2)CC(C)O1 (centres undefined),nt,-0.2,1,-9,10,-7,0.2,7,5,nt,5
O=C(NCC(=O)N1CCCC(C(F)(F)F)C1)c1cccs1 (centres undefined),nt,0.0,-6,11,-34,6,0.0,-52,11,-20,-8
O=C1CC(c2ccc(O)cc2)Oc2ccccc21 (centres undefined),0,1.1,-31,13,-292,-27,-0.2,-133,-7,-76,-36
CCOC(=O)C1CCN(C(=O)CCN2C(=O)C3C4C=CC(C4)C3C2=O)CC1 (centres undefined),-2,7.4,-6,4,18,-9,-0.1,15,4,5,-36
CCCCOC(=O)Nc1ccc(OC)cc1S(=O)(=O)N1CCOCC1,-4,-0.4,-20,-1,18,-3,0.2,7,-6,-2,6
COc1ccc(Nc2nc(-c3ccccc3)nc3ccccc23)c(OC)c1,1,-2.2,-7,-21,-1,-27,0.0,-17,-1,13,6
Clc1ccc(C[n+]2cc(-c3ccccc3)n3c2CCCCC3)c(Cl)c1,3,-1.9,-7,-6,18,24,-0.1,12,-8,38,?
O=C(COn1nnc2ccc(C(F)(F)F)cc21)Nc1c(Cl)cccc1Cl,1,12,11,27,0,5,0.0,21,-9,6,-18
Cn1cc(C(=O)NC2CCCCCC2)c(=O)c2cc(S(=O)(=O)N3CCCC3)ccc21,2,-1.5,-10,1,13,-19,-0.3,14,8,2,6
CC1Cc2ccccc2N1S(=O)(=O)c1cnc(Cl)c(Br)c1 (centres undefined),0,2.4,10,-23,37,19,0.4,18,8,21,7
CC1CCN(Cc2c(C(=O)N/N=C/c3ccccc3O)nnn2-c2nonc2N)CC1,-4,-0.5,-20,4,66*,-17,0.2,5,1,30,80
CCOC(=O)c1c(NC(=O)COC(=O)CCOc2ccc(OCC)cc2)sc(C(=O)N(C)C)c1C,0,0.6,4,24,-1,-14,-0.2,0,-23,0,-64
COc1ccccc1-c1nnc(NC(=O)CSc2nncn2C)s1,4,-5.8,-51,-1,-129,-11,0.0,-118,-24,-4,-35
O=C(NCc1ccc2c(c1)OCO2)c1ccc(S(=O)(=O)NCC2CCCO2)cc1 (centres undefined),3,0.3,16,-5,5,8,0.7,12,2,-2,-31
CCS(=O)(=O)NCCc1ccc(OC)c(OC)c1,-3,0.8,-30,6,3,11,1.1,7,4,-3,-32
COc1ccccc1N1CC(C(=O)OC(C)C(=O)N2CCCc3ccccc32)CC1=O (centres undefined),0,-0.6,-19,16,3,2,-0.3,5,-8,-1,3
COc1cc(C=O)ccc1OCCCOc1ccc([N+](=O)[O-])cc1,1,-0.5,0,-28,0,3,0.5,0,5,9,82
CN(C)C(CNC(=O)c1cccc(S(=O)(=O)N(C)C)c1)c1ccccc1 (centres undefined),5,4.0,-19,-2,5,-11,0.2,-10,0,-9,0
Cc1oc(-c2ccccc2)[n+]([O-])c1C,0,0.6,-16,-19,2,-14,0.1,6,13,0,2
O=C(N/N=C/c1ccc(Br)o1)/C(=C/c1ccc([N+](=O)[O-])cc1)NC(=O)c1ccccc1,1,-1.0,-31,-1,9,-2,-0.1,7,-11,-6,-10
CCC(=O)N1CCN(c2ccccc2NC(=O)Cc2ccc(Cl)cc2)CC1,4,0.2,-8,-14,14,-2,0.4,4,7,8,1
O=C(COC(=O)CCC(=O)c1cccs1)Nc1ccc(Cl)cn1,-1,-1.8,-4,29,-4,-1,-0.2,4,-26,-14,-17
Fc1ccc(Nc2ccnc(Nc3ccc(F)cc3)n2)cc1,-1,-0.8,-48,58*,-195,25,2.6,-274,-17,-71,-33
CC(C)Cc1n[nH]c(=O)c2c1nnn2Cc1ccccc1F,2,-0.3,-13,14,8,-13,-0.1,8,-2,14,1
O=C(CSc1nncc2ccccc12)Nc1cccc(C(=O)O)c1,3,-0.7,-37,11,-6,3,0.1,9,6,-3,9
NCCCC[C@H]1CNC(=S)N1CC1CCCCC1,4,0.4,-27,-4,9,5,-0.1,11,1,2,-31

# Not a hit list, and some 4.4% of all compounds hit somewhere here.
